High-throughput results deposited in PubChem by National Center for Advancing Translational Sciences (NCATS).
PKM2 activator = increases activity of human pyruvate kinase M2; P14618; purified PKM2, Kinase-Glo ATP luminescence, activation; response scale: 0% is enzyme alone, no compound; Potency, µM (top dose mostly 57.5 µM), for inactives: top-dose activation, actives largely listed as activators; 260,000 compounds, 0.34% hits; note: potency is the fitted concentration of half-maximal effect; % is set by controls: 0 for no effect and ±100 for the full control effect; nearly all actives have a fitted effect of over 55% in size
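Kinase-Glo luminescence reports ATP generated from ADP (0.1 mM) and PEP (0.5 mM) by purified hPK-M2 after 1 h at room temperature, pH 7.2 imidazole buffer; intermediate enzyme activity allows detecting inhibitors and activators.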
RORg inh = ROR gamma (mouse) transcription inhibition; AID 2551; Drosophila S2 Gal4-RORgamma UAS-luciferase reporter, 20 h; Potency, µM (series often up to 53.6 µM), for inactives: top-dose activity change, negative = inhibition, usual class: inhibitors; P51450; 310,000 compounds, 5.4% hits; note: potency is the fitted concentration of half-maximal effect; % is set by controls: 0 for no effect and ±100 for the full control effect; nearly all actives have a fitted effect of over 60% in size
Target sequence (P51450 whole entry, looked up, the tested form may be a part): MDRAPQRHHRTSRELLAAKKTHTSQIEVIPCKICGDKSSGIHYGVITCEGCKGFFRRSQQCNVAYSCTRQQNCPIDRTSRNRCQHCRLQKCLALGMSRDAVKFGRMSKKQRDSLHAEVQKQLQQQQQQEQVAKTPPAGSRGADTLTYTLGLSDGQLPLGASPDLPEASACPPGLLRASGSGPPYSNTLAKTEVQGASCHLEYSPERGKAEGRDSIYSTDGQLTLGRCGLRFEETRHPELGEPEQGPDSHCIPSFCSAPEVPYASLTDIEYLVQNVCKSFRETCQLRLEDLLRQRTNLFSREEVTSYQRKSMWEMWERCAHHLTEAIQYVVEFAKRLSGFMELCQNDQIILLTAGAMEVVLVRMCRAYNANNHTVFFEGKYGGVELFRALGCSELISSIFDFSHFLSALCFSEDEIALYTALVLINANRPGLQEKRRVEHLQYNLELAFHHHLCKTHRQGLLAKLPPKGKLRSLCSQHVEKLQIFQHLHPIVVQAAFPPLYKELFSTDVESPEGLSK
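In this cell-based reporter format, copper sulfate (700 uM final) drives Gal4–ROR gamma fusion expression from a metallothionein promoter in Drosophila Schneider cells; compounds preincubated 1 hr, reporter read after 20 hr at ambient temperature.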
KCNH2 3.1 inh = KCNH2 3.1 (human) potassium channel inhibition. AID 720553. activity change, % (tested at about 1.8 µM). 340,000 compounds, 0.95% hits. U2OS KCNH2 3.1, thallium flux FluxOr; stronger effect = lower value;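 active = maximum activity change below -70%; inconclusive = maximum activity change from -70% to -50%; inactive = maximum activity change above -50%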;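 note: thallium influx rate constant from kinetic fluorescence after stimulation buffer; % is set by controls: 0 for no effect and ±100 for the full control effect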
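We transduce U2OS cells with the mutant 3.1 virus, culture them overnight, load FluxOr with Red40 quencher for 45 min, then add stimulation buffer and read kinetically for 2 min to derive a normalized rate constant.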
Mito fusion yeast = blocks mitochondrial division or promotes mitochondrial fusion | S. cerevisiae fusion-defective mutant growth rescue, CellTiterGlo 48 h | 320,000 compounds, 0.23% hits | Potency, µM (titrated, usually from 46.1 µM), for the others: at the top dose growth rescue (activation), usual class: activators;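 note: potency is the fitted concentration of half-maximal effect; % of control where 0% means no effect; nearly all actives have a fitted effect of over 45% in size; temperature-sensitive fusion mutants such as fzo1-1 at 37 °C on non-fermentable ethanol glycerol medium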
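S. cerevisiae fusion-defective temperature-sensitive mutants (e.g. fzo1-1, mgm1-5) grown 48 h at 37C in YPEG (ethanol/glycerol non-fermentable) medium with 23 nl compound per well; growth rescue read as CellTiterGlo luminescence.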
Menin-MLL TR inh = displaces Texas Red mutant MLL peptide from human menin. O00255. Menin + Texas Red MLL mutant peptide, fluorescence polarization. Potency, µM (highest dose often 61.6 µM), for the others: at the top dose FP activity change, negative = inhibition, hits mostly inhibitors. 270,000 compounds, 0.23% hits. AID 1768; active = well fitted inhibition curve with a large enough effect in the polarisation, with a control signal flat, not every such curve was filed as active; inconclusive = small, poorly fitted or top-dose-only effect, or effect the other way, or a change in a side signal; inactive = no such curve, though single readings can be large or run the other way; the % refers to the polarisation; note: potency is the fitted concentration of half-maximal effect; % of control where 0% means no effect; many of its hits are not listed in these tables
Rab9 promoter act = activates the Rab9 promoter; 320,000 compounds, 2.8% hits; Huh7 Rab9 promoter-luciferase reporter, luminescence, 24 h; Potency, µM (highest dose often 9.22 µM), for inactives: top-dose activation, negative = inhibition, hits mostly activators; note: potency is the fitted concentration of half-maximal effect; % of control where 0% means no effect; nearly all actives have a fitted effect of over 60% in size
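Rab9 promoter-driven luciferase in stably transfected Huh7 cells; 1500 cells/well rested 2 h, exposed to compound in DMSO for 24 h at 37 °C, 5% CO2. Luminescence read 10 min after adding luciferase reagent at ambient temperature.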
FLuc counter = firefly luciferase modulation, counter-screen for miR-21 project; P08659; purified FLuc, Km substrates, luminescence inhibition; Potency, µM (titrated, usually from 57.5 µM), for the others: at the top dose activity change, negative = inhibition, most hits filed as inhibitors; 360,000 compounds, 6.9% hits;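 note: potency is the fitted concentration of half-maximal effect; plate controls were vehicle for no effect and reference inhibitor for full effect; nearly all actives have a fitted effect of over 55% in size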
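Purified P. pyralis luciferase (10nM final) with 10uM D-luciferin and 10uM ATP (Km levels) in 50mM Tris acetate pH 7.5, 10mM Mg acetate, 0.01% Tween-20, 0.05% BSA; qHTS 6-point titration, ~60 µM downward; luminescence read.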
MBNL1 CUG block = MBNL1-poly(CUG) RNA binding inhibition; 280,000 compounds, 0.036% hits; TR-FRET MBNL1-His/biotin-(CUG)12 binding, 665/545 ratio; Potency, µM (series often up to 57.5 µM), for inactives: at the highest dose activity change, negative = inhibition, hits mostly inhibitors; Q9NR56; active = well fitted inhibition curve with a large enough effect in the signal ratio, with a control signal flat, not every such curve was filed as active; inconclusive = small, poorly fitted or top-dose-only effect, or effect the other way, or a change in a side signal; inactive = no such curve, though single readings can be large or run the other way; the % refers to the signal ratio; note: potency is the fitted concentration of half-maximal effect; % is set by controls: 0 for no effect and ±100 for the full control effect
Target sequence (Q9NR56 whole entry, looked up): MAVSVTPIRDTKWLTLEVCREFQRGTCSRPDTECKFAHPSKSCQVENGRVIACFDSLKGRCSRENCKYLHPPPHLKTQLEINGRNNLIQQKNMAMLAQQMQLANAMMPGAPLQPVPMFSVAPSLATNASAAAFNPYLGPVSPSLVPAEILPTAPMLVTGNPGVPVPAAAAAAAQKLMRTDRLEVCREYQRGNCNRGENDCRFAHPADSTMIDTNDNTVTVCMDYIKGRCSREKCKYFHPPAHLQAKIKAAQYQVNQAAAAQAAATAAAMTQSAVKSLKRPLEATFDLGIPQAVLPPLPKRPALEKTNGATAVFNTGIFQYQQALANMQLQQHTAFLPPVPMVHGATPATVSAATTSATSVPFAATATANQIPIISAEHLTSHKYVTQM
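His-tagged MBNL1 binding to biotinylated (CUG)12 RNA was measured by TR-FRET using terbium anti-His antibody (0.055 ng/ul final) and streptavidin-XL665 (5 nM final). Compounds were titrated 92 nM to 58 uM; 60 min at room temperature.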
ELG1 repair inh = ELG1-dependent DNA repair inhibition | HEK293T ELG1-luciferase reporter, luminescence, 16 h; DNA damage induced by 5-fluorouridine | Potency, µM (top dose mostly 46.1 µM), for inactives: top-dose activity change, negative = inhibition, usual class: inhibitors | 330,000 compounds, 2.3% hits; note: potency is the fitted concentration of half-maximal effect; % is set by controls: 0 for no effect and ±100 for the full control effect; nearly all actives have a fitted effect of over 55% in size
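HEK293T cells expressing luciferase-tagged ELG1 (2,000/well) received 5-Fluorouridine plus compound or DMSO for 16 hr at 37 °C. Luciferase was read by ONE-Glo luminescence after 30 min at room temperature.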
NPC1 prom act = NPC1 promoter activation | Huh7 NPC1 promoter luciferase reporter, 24 h | Potency, µM (top dose mostly 9.22 µM), for the others: at the highest dose activation, most hits filed as activators | 320,000 compounds, 2.4% hits;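 note: potency is the fitted concentration of half-maximal effect; % of control where 0% means no effect; nearly all actives have a fitted effect of over 60% in size; reporter is driven by a mutant NPC1 promoter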
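In 1536-well qHTS, Huh7 cells harboring an NPC1 promoter–luciferase construct received compound for 24 h; activation was quantified by luminescence following luciferase reagent addition.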
Gal4-VP16 FLuc = inhibits Gal4-VP16 luciferase reporter, ROR gamma counter-screen. Drosophila S2 Gal4-VP16 UAS-luciferase, luminescence, 20 h. Potency, µM (titrated, usually from 53.6 µM), for inactives: at the highest dose activity, negative = inhibition, hits mostly inhibitors. 310,000 compounds, 3.5% hits;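 note: Gal4-VP16 expression switched on by copper sulfate through the metallothionein promoter; potency is the fitted concentration of half-maximal effect; % is set by controls: 0 for no effect and ±100 for the full control effect; nearly all actives have a fitted effect of over 50% in size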
Active calls of the source: *; ? = inconclusive; nt = not tested or not shown; [ ] = remark or other dose. Unless noted, calls come from the whole dose curve; as a rule, active = well fitted curve in the direction sought with a large enough effect; inconclusive = small, poorly fitted or top-dose-only effect, or another doubt; inactive = no such curve, though single readings can be large; an effect the other way counts as inactive or inconclusive. Not all compounds are listed; count on the stated rates, not on these rows.

no.	SMILES	PKM2 activator	RORg inh	KCNH2 3.1 inh	Mito fusion yeast	Menin-MLL TR inh	Rab9 promoter act
1	CCc1ccc(/C=C/C(=O)c2ccc(N3CCOCC3)cc2)cc1	-2%	3%	3	-2%	0%	-1%
2	Cc1cccc(NC(=O)C(NS(=O)(=O)c2ccc3c(c2)CCC(=O)N3)c2ccccc2)n1 (stereo unspecified)	-11%	6%	-21	3%	2%	-7%
3	CC(C)CC(=O)NC(=S)NNC(=O)c1ccc(NC(=O)C2CCCCC2)cc1	-2%	-7%	-13	-8%	3%	-1%
4	COc1cccc(NC(=O)CN(C)C(C)C(=O)Nc2ccc(C(C)=O)cc2)c1 (stereo unspecified)	4%	9%	2	9%	12%	0%
5	COc1ccc(CCN2CC(C(=O)NCCc3ccc(F)cc3)CCC2=O)cc1 (stereo unspecified)	nt	18%	2	4%	-19%	-2%
6	COc1ccc(CNC(=O)N2CCN(S(=O)(=O)c3ccccc3)CC2)cc1	nt	10%	3	-5%	-1%	-2%
7	COc1ccc(CNC2CCCC2)c(OC)c1OC	-2%	1%	-5	9%	-17%	2%
8	CCN1CCN(CC(=O)Nc2cc3c(cc2C(C)=O)OCO3)CC1	?	10%	7	7%	-27%	-1%
9	CN1CCN(C(c2cccc(C(F)(F)F)c2)c2nnnn2Cc2ccccc2)CC1 (stereo unspecified)	1%	-1%[10 µM]	10	-11%	-3%	-3%
10	CC(=O)c1ccc(NC(=O)c2sc3nc4n(c(=O)c3c2C)CCCCC4)cc1	nt	35%	21	-8%	nt	25%

no.	FLuc counter	MBNL1 CUG block	ELG1 repair inh	NPC1 prom act	Gal4-VP16 FLuc
1	1.5µM*	3%	-3%	1%	-12%
2	8%	1%	-9%	-5%	-11%
3	-7%	nt	-2%	-6%	7%
4	0%	-1%	-24%	-3%	6%
5	0%	-3%	6%	-5%	-10%
6	-1%	4%	-7%	-1%	-7%
7	-12%[2.3 µM]	-7%	-1%	0%	-4%
8	4%	7%	6%	-3%	-3%
9	0%	1%	11%	0%	6%
10	?	18%	?	?	3%

Down the list, from the results shown.
Menin-MLL TR inh for entries 4–9, in order: 12%, -19%, -1%, -17%, -27%, -3%

Some of the entries so far, with two lines to a compound:
Below each SMILES – PKM2 activator | RORg inh | KCNH2 3.1 inh | Mito fusion yeast | Menin-MLL TR inh | Rab9 promoter act | FLuc counter | MBNL1 CUG block | ELG1 repair inh | NPC1 prom act | Gal4-VP16 FLuc
(9) CN1CCN(C(c2cccc(C(F)(F)F)c2)c2nnnn2Cc2ccccc2)CC1 (stereo unspecified)
    1% | -1%[10 µM] | 10 | -11% | -3% | -3% | 0% | 1% | 11% | 0% | 6%
(10) CC(=O)c1ccc(NC(=O)c2sc3nc4n(c(=O)c3c2C)CCCCC4)cc1
    nt | 35% | 21 | -8% | nt | 25% | ? | 18% | ? | ? | 3%

Taken from above:
KCNH2 3.1 inh result of #10 is entered as 21
KCNH2 3.1 inh result of #9 is entered as 10
MBNL1 CUG block result of #6 is entered as 4%

Following part:
no.	SMILES	PKM2 activator	RORg inh	KCNH2 3.1 inh	Mito fusion yeast	Menin-MLL TR inh	Rab9 promoter act
11	CCCCC(=O)Nc1ccc(NC(=S)NC(=O)CC)cc1OC	-12%	13µM*	0	-3%	9%	-1%
12	CC(C)C(NC(=O)c1ccc2c(c1)OCO2)C(=O)N/N=C\c1ccco1 (stereo unspecified)	-5%	-9%	-5	-2%	-19%	-5%
13	Cc1c(C(=O)NNC(=O)c2ccncc2)oc2ccc(Br)cc12	nt	nt	-3	16%	nt	0%
14	CC(C)(C)NC(=O)COC(=O)CCC(=O)c1cccs1	1%	-24%	13	3%	2%	-2%
15	CC1CC(=O)c2c(cc3c(-c4c(O)cc(O)c5c(O)c6c(cc45)OC(C)CC6=O)c(O)cc(O)c3c2O)O1 (stereo unspecified)	-15%	5µM*	8	-6%	?	-45%[inhibitor]
16	CC1CN(C2CCN(C(=O)COc3ccccc3)CC2)CC(C)O1 (stereo unspecified)	-2%	13%	-8	2%	-13%	1%
17	CCN(CC)S(=O)(=O)c1cccc(-c2nnc(SCC(=O)NC3CCCCCCC3)n2N)c1	1%	8%	-10	-1%	-6%	-6%
18	O=C(c1ccc(Cl)cc1)C(Cn1cncn1)C(Sc1ccccc1)c1ccccc1 (stereo unspecified)	-11%	?	0	-2%	-8%	1%
19	CCOC(=O)c1c(NC(=O)Cc2ccccc2)sc2c1CC(C)(C)NC2(C)C	3%	-26%	-21	-1%	-11%	-2%
20	Cc1ccc(-n2c(=O)cc(N3CC(C)OC(C)C3)[nH]c2=O)cc1 (stereo unspecified)	-2%	-2%	-21	-3%	14%	2%

no.	FLuc counter	MBNL1 CUG block	ELG1 repair inh	NPC1 prom act	Gal4-VP16 FLuc
11	-7%	-20%	3%	-1%	-1%
12	0%	11%	?	-6%	-3%
13	?	nt	15%	-3%	nt
14	-1%	-3%	10%	0%	2%
15	-6%	?	?	-40%[inhibitor]	13µM*
16	-1%	5%	12%	-4%	1%
17	-1%	-4%	-26%	-3%	6%
18	8%	2%	?	0%	-7%
19	-1%	-5%	-14%	0%	-2%
20	-1%	-15%	18%	1%	-5%

Further results
no.	SMILES	PKM2 activator	RORg inh	KCNH2 3.1 inh	Mito fusion yeast	Menin-MLL TR inh	Rab9 promoter act
21	Cc1ccc(NC(=O)CN(c2ccc(Cl)cc2)S(=O)(=O)c2cc([N+](=O)[O-])ccc2Cl)cc1	-3%	45%	-28	0%	?	8%
22	COc1cccc(C2C(C#N)=C(N)OC(C(C)(C)C)=C2C#N)c1 (stereo unspecified)	2%	-2%	-189*	3%	0%	5%
23	CCCC(C)c1nnc(NC(=O)C2CCCO2)s1 (stereo unspecified)	7%	-2%	9	4%	3%	16%
24	O=C(CN1CCc2ccccc2C1)Nc1ccc(OC(F)(F)F)cc1	nt	22%	2	8%	-17%	-1%[1.84 µM]
25	Brc1ccccc1OCCCCN1CCCCC1	-1%	-13%	-5	8%	-2%	-2%
26	Cc1cc(C(=O)NNC(=S)NCC2CCCO2)cs1 (stereo unspecified)	-4%	?	7	-1%	-1%	2%
27	CCc1ccc(C(C)NC(=O)Cc2ccc(F)cc2)cc1 (stereo unspecified)	1%	14%	nt	11%	-2%	0%
28	Cc1ccc(S(=O)(=O)c2c(N)n(C)c3nc4ccccc4nc23)cc1	13µM*	9%	-22	3%	-17%	-2%
29	O=C(Nc1cccc2nsnc12)c1cccnc1Cl	10%	13%	4	-1%	2%	1%
30	CCOc1ccc(NC(=O)COC(=O)c2ccc3ncsc3c2)cc1OCC	nt	nt	4	1%	nt	-4%
31	CC(CCc1ccccc1)NC(=O)Cn1cccc1C(=O)c1ccccc1 (stereo unspecified)	nt	21%	-6	25%	nt	-1%
32	COc1ccc(Cl)cc1NC(=O)COC(=O)CCCC1=NS(=O)(=O)c2ccccc2N1	nt	21%	10	-6%	nt	-6%

no.	FLuc counter	MBNL1 CUG block	ELG1 repair inh	NPC1 prom act	Gal4-VP16 FLuc
21	0%	-10%	-23%	-3%	6%
22	0%	1%	14%	0%	-7%
23	-7%	-2%	?	10%	-8%
24	-5%	-1%	?	1%	-4%
25	-3%	-2%	-3%	-4%	-2%
26	0%	-2%	0%	7%	0%
27	-2%	-1%	-4%	-1%	20%
28	4%	20%	11%	0%	-6%
29	3%	nt	1%	-3%	16%
30	1%	nt	17%	-6%	nt
31	1%	-2%	2%	0%	15%
32	-2%	-9%	21%	2%	-2%
